MIN6 prolif: inducers of beta-cell replication in MIN6 cells | AID 2380 | MIN6 cells proliferation, ATPlite luminescence, 48 h; cells starved in 0.2% serum; 100% = growth in 10% serum | hit rate 0.29% among 330,000 | proliferation, % at 10 µM;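 active = compounds whose signal lies at least 3.5 SD above the mean of all wells on their plate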;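 also: 0% = DMSO-treated cells in low-serum medium and 100% = 10% serum control; some compounds called inactive have numbers as strong as hits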
mIAP act: increases mouse intestinal alkaline phosphatase activity. hit rate 0.24% among 330,000. muIAP, CDP-Star luminescence, 30 min; active compounds read high; 1 = vehicle-only enzyme signal, 0 = enzyme-free wells. activation factor at 10 µM. AID 2805;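 active = activation factor of at least 2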; also: the source names both 10 and 20 µM as test concentration; values of inactives mirror those of a sister screen read the other way
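System: mouse IAP enzyme. Reagent: CDP-Star chemiluminescent phosphatase substrate. Benchmarks: DMSO wells, no-enzyme wells. Times: 30 min enzyme-substrate-compound incubation at room temperature. Detection: luminescence from enzymatic CDP-Star hydrolysis. Doses: test compounds delivered from DMSO solution.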
hIAP activ: increases human intestinal alkaline phosphatase activity | AID 2524 | P09923 | hit rate 0.16% among 330,000 | purified human IAP, CDP-Star luminescence, 30 min; active compounds read high; 1 = vehicle-only enzyme, 0 = enzyme-free background | activation factor at 10 µM;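 active = activation factor of the enzyme at least 2-fold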; also: the source names both 10 and 20 µM as test concentration; values of inactives mirror those of a sister screen read the other way
Target sequence (P09923 whole entry, looked up): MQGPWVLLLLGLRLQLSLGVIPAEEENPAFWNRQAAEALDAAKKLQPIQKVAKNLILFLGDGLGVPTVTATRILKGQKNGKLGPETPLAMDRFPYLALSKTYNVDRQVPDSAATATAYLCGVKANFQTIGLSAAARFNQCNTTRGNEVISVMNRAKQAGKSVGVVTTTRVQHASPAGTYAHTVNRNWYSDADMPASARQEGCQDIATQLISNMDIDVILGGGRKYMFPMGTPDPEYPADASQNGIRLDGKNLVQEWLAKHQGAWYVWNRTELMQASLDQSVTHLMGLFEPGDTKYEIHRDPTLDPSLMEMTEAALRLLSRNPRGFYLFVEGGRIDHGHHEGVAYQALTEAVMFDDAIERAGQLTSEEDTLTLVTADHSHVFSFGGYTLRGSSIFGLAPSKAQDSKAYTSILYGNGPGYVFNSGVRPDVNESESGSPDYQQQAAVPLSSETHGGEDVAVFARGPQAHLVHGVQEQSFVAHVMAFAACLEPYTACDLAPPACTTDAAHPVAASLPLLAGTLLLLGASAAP
hIAP inh: blocks human intestinal alkaline phosphatase; P09923; purified IAP, CDP-Star luminescence, 30 min; inhibition, % at 10 µM; hit rate 0.12% among 330,000; AID 2544;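 active = inhibition reaching a set limit with compound at 10 µM in the primary screen, cut at about 35% in these data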;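 also: plate controls were DMSO wells with enzyme for no effect and no-enzyme buffer wells for full effect; values of inactives mirror those of a sister screen read the other way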
mIAP block: mouse IAP inhibition; purified mouse IAP, CDP-Star luminescence, 30 min; inhibition, % at 10 µM; hit rate 0.2% among 330,000; AID 2806;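 active = inhibition of at least 40% at 10 µM in the primary screen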;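 also: plate controls were DMSO with enzyme for no effect and no enzyme wells for full effect; values of inactives mirror those of a sister screen read the other way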
A3A deaminase: human APOBEC3A DNA deaminase inhibition | P31941 | recombinant A3A, FAM/TAMRA ssDNA deamination fluorescence | inhibition, % at 20 µM | hit rate 0.41% among 330,000 | AID 493011;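 active = at least 40% inhibition at 20 µM here, with at most 30% in a related deaminase screen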;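 also: plate controls were A3A with DMSO for no effect and wells lacking A3A enzyme for full effect; some results filed as inactive read as strong as hits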
Target sequence (P31941 whole entry, looked up): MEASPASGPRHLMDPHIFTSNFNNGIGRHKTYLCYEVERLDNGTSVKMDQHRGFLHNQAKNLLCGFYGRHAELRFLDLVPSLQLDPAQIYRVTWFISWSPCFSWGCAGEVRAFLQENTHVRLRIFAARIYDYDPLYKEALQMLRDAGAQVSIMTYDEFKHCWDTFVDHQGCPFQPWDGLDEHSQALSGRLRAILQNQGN
MPTP block: permeability transition pore inhibition | isolated mouse mitochondria, Ca2+ swelling absorbance, 30 min | hit rate 1.4% among 360,000 | inhibition, % at 10 µM | AID 602449;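 active = inhibition of 50% or more, scaled per plate between neutral and stimulator controls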;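 also: 0% = DMSO wells given calcium and 100% = 1 mM EGTA wells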
A3G deaminase: blocks human APOBEC3G single-stranded DNA deamination. Q9HC16. recombinant A3G, ssDNA deamination FAM/TAMRA fluorescence. inhibition, % at 20 µM. hit rate 0.28% among 330,000;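 active = inhibition of at least 40% at 20 µM, with no more than 30% in the related APOBEC3A deaminase screen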;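 also: plate controls were DMSO wells with A3G for no effect and wells lacking A3G enzyme for full effect; some compounds called inactive have numbers as strong as hits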
NR3A LBD binder: modulates the human NR3A ligand-binding domain | NR3A LBD differential scanning fluorimetry, Tm shift; 0% = protein alone, 100% = glycine-bound protein | hit rate 2.5% among 340,000 | Tm shift relative to glycine control, % at 25 µM;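 active = melting temperature shift of at least 10% of the positive control shift, at one fixed dose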
* marks the source's active call; other numbers are inactive results; nt = no result given; & = joins results of further samples.

SMILES | MIN6 prolif | mIAP act | hIAP activ | hIAP inh | mIAP block | A3A deaminase | MPTP block | A3G deaminase | NR3A LBD binder
CNC(=O)CSc1nc2[nH]ncc2c(=O)[nH]1 | -2 | 0.95 | 1.3 | -34 | 5 | -2 | 0.7 | 19 | 1
CC(=O)O/N=C(\N)Cc1ccc(-c2csnn2)cc1 | -1 | 0.92 | 1.2 | -18 | 8 | 0 | -1.9 | -5 | 2
Cc1nc2ccccc2n1CCC(=O)O | 5 | 1.1 | 0.92 | 8 | -10 | 1 | 0.1 | -2 | 2
Nc1nonc1C(=O)N/N=C/c1cc(Br)ccc1O | 1 | 0.93 | 1.9 | -86 | 7 | -3 | nt | -5 | -13
NS(=O)(=O)c1ccc(CCNC(=O)NC2CCCCC2)cc1 | -1 | 1 | 1.1 | -5 | 0 | -6 | 0.9 | -6 | 0
Cc1cc(OC(C)C(=O)NCCN2CCOCC2)c2c(C)cc(=O)oc2c1 (stereo unspecified) | 1 | 1 | 1.1 | -12 | -3 | -2 | 0.8 | -3 | -2
COc1cccc(CN2C(=O)CN(C3CCCCC3)C(=O)C2c2ccc(F)cc2)c1 (stereo unspecified) | 0 | 0.95 | 0.98 | 2 | 5 | 5 | 0.0 | 0 | -6
Cc1ccc(C(=O)Nc2ccccc2NC(=O)c2ccc(C)o2)o1 | -2 | 1 | 1.2 | -18 | -4 | -1 | 0.6 | -4 | 0
Cc1cccc(N2CC(C(=O)Nc3cccc(S(=O)(=O)N4CCCCC4)c3)CC2=O)c1C (stereo unspecified) | -2 | 1.3 | 0.99 | 1 | -29 | 3 | 1.2 | -3 | -2
Cc1cnc(CN(C)C(=O)c2cc(COc3c(F)cccc3F)on2)[nH]1 | 0 | 0.99 | 0.91 | 9 | 1 | -3 | -0.2 | -7 | -4
COc1ccc(-n2nc(C(=O)NCC(=O)NCc3ccccc3OC)c3ccccc3c2=O)cc1 | 0 | 1 | 0.94 | 6 | 0 | 0 | 0.2 | -1 | 5
CCOC(=O)CSc1nc2c([nH]c3ccccc32)c(=O)n1C | 1 | 0.92 | 0.88 | 12 | 8 | 2 | 0.0 | -3 | 3
COc1ccc(N2C(=O)C3C4C=CC(c5ccccc5)(C3C2=O)C2C(=O)N(c3ccc(OC)cc3)C(=O)C42)cc1 (stereo unspecified) | -1 | 1.1 | 1.1 | -7 | -6 | 0 | -1.3 | 0 | 12*
N#Cc1ccccc1NC1=CC(=O)CCC1 | -1 | 0.94 | 0.94 | 6 | 6 | 1 | -1.8 | -3 | 3
Nc1ccnc(Oc2ccc(F)cc2)c1 | 0 | 0.94 | 0.97 | 3 | 6 | -4 | 1.2 | -6 | -1
COc1ccc(CN(C)C(=O)c2ccccc2Sc2ccccc2C#N)c(OC)c1 | 2 | 0.99 | 0.76 | 24 | 1 | 3 | -0.3 | -7 | -1
Cn1c(Sc2ccc(C(F)(F)F)cc2[N+](=O)[O-])nnc1-c1ccccc1 | 0 | 0.95 | 1.2 | -18 | 5 | -1 | -1.1 | -7 | 1
O=C1NN(c2ccccc2)C(=O)/C1=C/c1ccc(-c2ccc(C(=O)O)cc2)o1 | -2 | 0.87 | 1.1 | -8 | 13 | 61 | 1.4 | 38 | 2
CCC(=O)Nc1nc2ccc(S(C)(=O)=O)cc2s1 | -1 | 0.94 | 0.95 | 5 | 6 | 0 | -0.4 | 2 | -1
CCC(C)Sc1cccc(-c2nc3ccc(C)cn3c2NCc2ccccc2)c1 (stereo unspecified) | -8 | 1.1 | 1.1 | -9 | -6 | 2 | 47&6.6 | -3 | -13
COc1ccc(C(=O)c2ccc(OC)cc2O)c(O)c1 | 2 | 0.96 | 0.84 | 16 | 4 | 1 | -0.9 | 0 | 2
O=C(Nc1ccc(Nc2ccccc2)cc1)C(Cl)Cl | -6 | 1.1 | 1.1 | -7 | -14 | -6 | 4.5 | -8 | -7
c1ccc2c(c1)CCCN2Cc1nnc2n1CCCCC2 | -3 | 1.1 | 1 | -4 | -8 | -1 | -0.7 | 4 | -1
c1ccc(NCn2cncn2)nc1 | -4 | 1.1 | 1.1 | -10 | -11 | -4 | -0.6 | -5 | 1
O=c1c2c(n3cnnc3n1-c1ccccc1)-c1ccccc1CC21CCCC1 | 0 | 0.99 | 0.98 | 2 | 1 | 0 | -0.6 | -2 | -1
CN(C)c1ccc(C2C3C(=O)N(c4ccc(C(=O)O)cc4)C(=O)C3ON2c2ccccc2)cc1 (stereo unspecified) | -1 | 0.99 | 1 | -5 | 1 | 1 | -1.2 | 1 | 1
CCOc1ccc2nc(SCC(=O)NC3CCS(=O)(=O)C3)[nH]c2c1 (stereo unspecified) | -1 | 0.94 | 0.88 | 12 | 6 | -6 | -1.3 | -8 | 2
COc1ccc(-c2ccc([C@H]3[C@H]4C=CC[C@@H](C)[C@@H]4C(=O)N3Cc3ccccc3)c(F)c2)cc1C | -9 | 1 | 0.86 | 14 | -1 | 3 | 2.8 | 10 | 3
COc1ccc(OCCOC(=O)c2cc(S(=O)(=O)N3CCOCC3)c(Cl)cc2Cl)cc1 | -7 | 0.87 | 1 | -2 | 13 | -3 | -0.7 | -9 | 0
CCC(=O)Nc1ccc2c(c1)C(=O)N(C1CCCCC1)C2=O | 1 | 1.1 | 0.97 | 3 | -9 | -1 | 2.4 | -5 | -1
CC(C)OC(=O)C1C(=O)CC(C)(O)C(C(=O)OC(C)C)C1c1ccccc1 (stereo unspecified) | -1 | 0.95 | 1 | -3 | 5 | -2 | 1.3 | -6 | 0
CC1=NN(C(=O)Cc2ccc(C)cc2)C(O)(c2cccnc2)C1 (stereo unspecified) | 4 | 0.96 | 0.88 | 12 | 4 | 1 | 0.6 | -2 | 1
CCCCC(=O)NS(=O)(=O)c1ccc(N=NN(CC)CC)cc1 | 1 | 0.96 | 1.1 | -8 | 4 | -5 | -1.1 | -11 | 0
CC(=O)c1nn(-c2cccc(Br)c2)cc1C(=O)c1ccc(C)cc1 | -2 | 0.9 | 1.3 | -26 | 10 | 1 | 2.2 | -3 | 1
CC1(c2cc([N+](=O)[O-])cc([N+](=O)[O-])c2)CC(C)(C)N(C(=O)c2ccccc2)c2ccccc21 (stereo unspecified) | -4 | 1 | 0.97 | 3 | 0 | 1 | 2.7 | -2 | -1
Cc1ccc(S(=O)(=O)N2CCCN(Cc3nc4ccccc4c(=O)[nH]3)CC2)cc1 | 1 | 0.99 | 1.3 | -29 | 1 | -5 | -0.6 | -1 | 0

Quoted from the listing.
CC1(c2cc([N+](=O)[O-])cc([N+](=O)[O-])c2)CC(C)(C)N(C(=O)c2ccccc2)c2ccccc21 (stereo unspecified) – MPTP block = 2.7
CN(C)c1ccc(C2C3C(=O)N(c4ccc(C(=O)O)cc4)C(=O)C3ON2c2ccccc2)cc1 (stereo unspecified) – A3A deaminase = 1

Remaining list, next part.
SMILES | MIN6 prolif | mIAP act | hIAP activ | hIAP inh | mIAP block | A3A deaminase | MPTP block | A3G deaminase | NR3A LBD binder
Cn1nc(C(=O)NC2CCCc3ccccc32)ccc1=O (stereo unspecified) | -4 | 1.1 | 0.87 | 13 | -5 | -5 | -0.6 | -4 | -5
CCOc1ccc(C(C(=O)Nc2ccc(F)cc2)N(C(=O)Cn2nnc3ccccc32)C2CC2)cc1 (stereo unspecified) | -3 | 1.2 | 0.9 | 10 | -15 | 2 | 0.1 | -3 | 6
O=[n+]1cc(-c2cccc3ccccc23)n([O-])c2c1CCC2 | -4 | 0.99 | 1 | -1 | 1 | 1 | -2.6 | -4 | -2
CNC(=O)c1cc(NC(=O)CCn2nc(-c3ccccc3)c3ccccc3c2=O)ccc1OC | 0 | 0.99 | 1.1 | -8 | 1 | 4 | 2.3 | 0 | 4
NNC(=O)c1sccc1OCc1cccc(C(F)(F)F)c1 | -1 | 0.98 | 1 | -1 | 2 | -1 | 2.3 | -4 | 1
O=C(CN1C(=O)NC2(CCOc3ccccc32)C1=O)c1cccs1 (stereo unspecified) | 4 | 1.1 | 0.94 | 6 | -5 | -1 | -0.3 | -8 | 0
CCOC(=O)c1ccc(NC(=O)CNC(=O)c2ccco2)cc1 | 3 | 1 | 1.2 | -24 | -3 | -3 | -0.9 | -2 | 0
O=C(CN1CC(c2ccccc2)CC1=O)OCc1cccc(Br)c1 (stereo unspecified) | -5 | 0.98 | 0.9 | 10 | 2 | -1 | 1.5 | -6 | 1
CCOc1cc(/C=C\[N+](=O)[O-])ccc1OCC(=O)Nc1ccccc1C | -3 | 0.82 | 0.82 | 18 | 18 | 9 | -4.5 | 2 | -2
Cn1nnnc1SCC(=O)N1CCOCC1 | -1 | 1 | 1.2 | -22 | -2 | 0 | 0.3 | -5 | 1
CCC(CC)c1nn2c(N)c(/C=C3\C=Nc4ccccc43)c(=O)nc2s1 | -3 | 0.93 | 1.1 | -6 | 7 | 0 | 12 | -3 | 11*
N/C(=N\OC(=O)Cc1ccc([N+](=O)[O-])cc1)c1ccc([N+](=O)[O-])cc1 | 1 | 0.89 | 0.7 | 30 | 11 | 53* | -0.3 | -7 | -11
COc1ccc(CCNC(=O)COc2ccc(-c3ccccc3)cc2)cc1OC | 0 | 1.1 | 0.97 | 3 | -14 | -2 | 1.1 | -5 | 0
O=C(C1CCCCC1)N1CCC(O)(c2ccc(Cl)cc2)CC1 | 2 | 0.96 | 1.1 | -5 | 4 | -2 | 1.2 | -7 | 1
O=C(c1ccco1)N(Cc1cccc(Br)c1)C1CCS(=O)(=O)C1 (stereo unspecified) | -1 | 1 | 1.1 | -12 | -3 | -3 | -0.3 | -6 | -1
CN(C)c1ccc(C(=O)OCC(=O)Nc2ccc(N3CCOCC3)cc2)cc1 | 0 | 0.99 | 1.1 | -7 | 1 | 5 | 0.8 | -1 | -2
COc1ccc(C(=O)N2CCCC(O)C2)cc1OC1CCN(C(C)C)CC1 (stereo unspecified) | 1 | 1 | 0.99 | 1 | -1 | -6 | -0.7 | -6 | 3
O=C(CN1CCN(c2ccccc2F)CC1)c1ccc(O)c(O)c1 | -2 | 0.55 | 0.85 | 15 | 45* | -3 | 0.7 | -4 | -2
Cc1cc(C(F)(F)F)c2c(C)nn(-c3ccccc3)c2n1 | -3 | 0.98 | 0.9 | 10 | 2 | -1 | 2.4 | -11 | -1
COc1ccc(N=N/C(=C\O)C(=O)c2ccco2)cc1 | -3 | 0.97 | 0.81 | 19 | 3 | 1 | -0.8 | 1 | -1
CC1CCN(c2oc(-c3ccccc3Cl)nc2C#N)CC1 | -2 | 1 | 1.1 | -9 | -5 | 2 | 4.9 | -3 | -12
COCCn1c(N)c(C(=O)NS(=O)(=O)c2ccc(C)cc2)c(=O)[nH]c1=O | -3 | 1.1 | 1.2 | -21 | -5 | 5 | -0.9 | -7 | 1
COc1ccc(S(=O)(=O)N(CC(=O)NC2CC3CCC2C3)c2ccccc2OC)cc1 (stereo unspecified) | 0 | 1 | 1.1 | -9 | -3 | -2 | 0.5 | -2 | -1
CC(C)NC(=O)CSc1nc2ccccc2n1CC(=O)N1CCc2ccccc21 | -2 | 1.1 | 1.2 | -20 | -6 | -1 | -3.2 | -4 | -1
NNC(=O)COc1ccc(-c2nccc(-c3ccc(F)cc3)n2)cc1 | -3 | 1 | 1.2 | -18 | -4 | -4 | 0.4 | -8 | -1
COc1cc2cc(C(=O)N3CCN(Cc4ccc5c(c4)OCO5)CC3)c(=O)oc2cc1OC | 0 | 1.1 | 1 | 0 | -11 | -2 | 0.5 | -5 | 0
